High-throughput results: PubChem BioAssay, National Center for Advancing Translational Sciences (NCATS)
RXFP1 antagonist – blocks the human relaxin receptor RXFP1; 350,000 tested, 0.59% active; HEK293-RXFP1, relaxin-stimulated cAMP HTRF, 30 min; hits give low values; activity change, negative = inhibition, % at 57.5 µM; Q9HBX9;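 active means activity change of -60% or lower, but not beyond a set lower limit; inconclusive means change between -60% and -40%, or beyond the set limit; inactive means change above -40%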; further: on the % scale 0 is the no-effect control and ±100 the full control effect
D2 PAM – positively modulates the human D2 dopamine receptor allosterically; 340,000 tested, 0.34% active; potentiation, % at 10 µM; AID 485347; HEK293 T-REx D2, calcium flux, EC20 dopamine potentiation; P14416;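 active means potentiation over 3 SD above the plate norm, cut at about 30% in these data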; further: 0% is about no effect
Target sequence (P14416 whole entry, looked up): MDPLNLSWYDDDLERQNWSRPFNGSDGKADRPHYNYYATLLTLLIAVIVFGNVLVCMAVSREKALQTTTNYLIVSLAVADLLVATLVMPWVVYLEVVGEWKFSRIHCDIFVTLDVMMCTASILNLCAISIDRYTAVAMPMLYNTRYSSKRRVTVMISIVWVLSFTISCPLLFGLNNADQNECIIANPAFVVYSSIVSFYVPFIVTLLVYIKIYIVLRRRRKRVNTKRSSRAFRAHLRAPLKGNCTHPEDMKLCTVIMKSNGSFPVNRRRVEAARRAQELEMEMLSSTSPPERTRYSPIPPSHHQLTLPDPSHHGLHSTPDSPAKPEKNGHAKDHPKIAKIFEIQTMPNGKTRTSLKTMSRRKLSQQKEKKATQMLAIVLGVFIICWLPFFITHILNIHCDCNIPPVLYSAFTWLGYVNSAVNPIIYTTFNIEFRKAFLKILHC
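Using a no-wash calcium dye in inducible, force-coupled HEK293 Trex cells expressing D2, we tracked fluorescence each second for 180 s after compound, then for 180 s after EC20 dopamine to detect augmented signalling.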
D1 PAM – enhances dopamine response at the human D1 receptor | P21728 | HEK293 TREx D1 cells, calcium flux, dopamine EC20 potentiation | potentiation, % at 10 µM | 360,000 tested, 0.036% active | AID 504651; in the data active means potentiation above about 30%; further: 0% is about no effect
Target sequence (P21728 whole entry, looked up): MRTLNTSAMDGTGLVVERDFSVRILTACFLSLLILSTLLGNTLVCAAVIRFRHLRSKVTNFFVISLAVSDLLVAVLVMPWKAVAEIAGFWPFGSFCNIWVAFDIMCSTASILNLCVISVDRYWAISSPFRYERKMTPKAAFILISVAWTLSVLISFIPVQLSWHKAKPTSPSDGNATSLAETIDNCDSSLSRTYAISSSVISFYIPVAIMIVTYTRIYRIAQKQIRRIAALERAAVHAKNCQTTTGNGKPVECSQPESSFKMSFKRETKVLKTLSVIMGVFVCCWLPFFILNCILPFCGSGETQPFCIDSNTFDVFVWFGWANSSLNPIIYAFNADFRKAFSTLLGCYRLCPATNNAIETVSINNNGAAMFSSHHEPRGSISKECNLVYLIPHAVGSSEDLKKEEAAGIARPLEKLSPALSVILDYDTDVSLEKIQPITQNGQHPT
RXFP1 ag – activates the human relaxin receptor RXFP1. HEK293T-RXFP1 cAMP TR-FRET, 30 min; response scale: percent of porcine relaxin response, buffer zero. Q9HBX9. Potency, µM (series often up to 57.5 µM), for inactives: at the top dose activation, actives largely listed as activators. 370,000 tested, 0.3% active. AID 2676; further: potency means the concentration at half of the fitted maximal effect; on the % scale 0 is the no-effect control and ±100 the full control effect; nearly all actives have a fitted effect of over 60% in size; many of its hits are not listed in these tables
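cAMP rise read by TR-FRET after 30 min, 37C compound exposure (up to 58 uM) in RXFP1-transfected HEK293 cells with Ro 20174 present. EC50 from Hill-equation fits, with 29 nM porcine relaxin as 100% and buffer as basal.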
Vif-APOBEC3F blk – blocks the Vif interaction with APOBEC3F; HeLa A3F-eYFP + Vif (tagged APOBEC3F with the HIV-1 protein that degrades it), YFP fluorescence increase; Potency, µM (highest dose often 46.1 µM), for inactives: at the highest dose activity, negative = active; 390,000 tested, 0.2% active; AID 602313; further: potency means the concentration at half of the fitted maximal effect; % of control where 0% means no effect; nearly all actives have a fitted effect of over 65% in size
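Fluorescence increase (Ex 488/Em 500-530) after overnight compound treatment at 37 deg C flags inhibition of Vif-driven A3F-eYFP loss in stable HeLa A3F-eYFP/Vif cells seeded overnight beforehand.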
D1 antagonist – antagonists of human D1 dopamine receptor; P21728; HEK293 TREx D1 cells, calcium flux, dopamine EC80; hits give low values; activity change, negative = inhibition, % at 10 µM; 360,000 tested, 3.2% active; AID 504652; in the data active means activity change below about -30%; further: on the % scale 0 is the no-effect control and ±100 the full control effect
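Tetracycline-induced HEK293 Trex D1 cells, force-coupled to calcium, dye-loaded; compounds added and read 180 s, then EC80 dopamine added and calcium flux tracked kinetically another 180 s.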
Glioma ERSR ind – induces the endoplasmic reticulum stress response in human glioma cells; 420,000 tested, 0.02% active; AID 602332; Potency, µM, without a hit: at the top dose activation, usual class: activators; U87-MG GRP78 promoter luciferase reporter, 16 h; further: potency means the concentration at half of the fitted maximal effect; series mostly up to about 76 µM; % of control where 0% means no effect; nearly all actives have a fitted effect of over 35% in size
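Stably transfected U87-MG human glioma cells carrying a GRP78-based luminescent sensor were seeded at 1000 cells/well, pin-dosed with compounds and incubated 16 h. Luciferase reagent was then added, and end-point luminescence was read after 10 min at room temperature.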
D1 agonist – human D1 receptor agonism; HEK293 T-REx D1 cells, calcium flux, agonist mode; activation, % at 2 µM; 360,000 tested, 1% active; in the data active means activation above about 30%; further: 0% is about no effect
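Inducible HEK293 T-REx D1 cells, force-coupled to calcium signalling, were plated at 4000 cells/well with tetracycline and held overnight at 30 C. After no-wash calcium dye loading, compound-evoked calcium rise over 180 s flagged agonists.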
Vif-A3G inh – inhibitors of Vif-APOBEC3G interaction | Q9HC16 | Potency, µM (top dose mostly 46.1 µM), inactives show top-dose activity, negative = active, most hits filed as inhibitors | AID 602310 | 410,000 tested, 0.076% active | HeLa A3G-eYFP + Vif (tagged APOBEC3G with the HIV-1 protein that degrades it), YFP fluorescence, overnight;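 further: potency means the concentration at half of the fitted maximal effect; on the % scale 0 is the no-effect control and ±100 the full control effect; nearly all actives have a fitted effect of over 60% in size; hits raise eYFP signal because A3G escapes Vif-driven loss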
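HeLa cells stably expressing Vif and C-terminally eYFP-tagged A3G, seeded overnight at 37 deg C, then exposed to compound by pintool overnight at 37 deg C. Rise in yellow fluorescence (Ex 488/Em 500-530, Acumen) marks blocked Vif-driven A3G degradation.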
An asterisk follows results filed as active. Unless noted, the call rests on the fitted dose curve; in most records, active means well fitted curve in the direction sought with a large enough effect; inconclusive means small, poorly fitted or top-dose-only effect, or another doubt; inactive means no such curve, though single readings can be large; an effect the other way counts as inactive or inconclusive. A portion of the library, so the mix of outcomes need not match the whole.

What do the screens show for `Cc1ccc(-n2ncc3c2CCCC3NC(=O)CCn2ccnc2C)cc1C` (stereo not given)?
RXFP1 antagonist: -2; Vif-APOBEC3F blk: 4%; Glioma ERSR ind: -2%; Vif-A3G inh: 0%

How did COc1ccc(C2/C(=C(/O)c3cnn(-c4ccccc4)c3C)C(=O)C(=O)N2CCN(C)C)cc1OC (stereo not given) do in these assays?
RXFP1 antagonist: -13; Vif-APOBEC3F blk: -13%; Glioma ERSR ind: -3%; Vif-A3G inh: -8%

Results for COc1ccc(C(=O)CN(C(=O)c2ccc(Cl)cc2)N2C(=O)c3ccccc3C2=O)cc1 ?
RXFP1 antagonist: 12; D2 PAM: -2; D1 PAM: -3; RXFP1 ag: 0.1%; Vif-APOBEC3F blk: 2%; D1 antagonist: -6; Glioma ERSR ind: -3%; D1 agonist: 2; Vif-A3G inh: -8%

What do the screens show for `COc1ccc(Cl)c2c1[nH]c1nc(SCc3cccnc3)nnc12`?
RXFP1 antagonist: -11; D2 PAM: -7; D1 PAM: -3; RXFP1 ag: -1.6%; Vif-APOBEC3F blk: -8%; D1 antagonist: -2; Glioma ERSR ind: 3%; D1 agonist: 0; Vif-A3G inh: -1%

Results for c1cncc(CSc2ccc(-c3ccc4c(c3)OCO4)nn2)c1 ?
RXFP1 antagonist: 12; D2 PAM: 4; D1 PAM: -3; RXFP1 ag: -3.2%; Vif-APOBEC3F blk: 0%; D1 antagonist: -39*; Glioma ERSR ind: -4%; D1 agonist: 6; Vif-A3G inh: -10%

How did COc1cc(C2C3=C(COC3=O)Oc3cc4c(cc32)OCO4)cc(OC)c1O (stereo not given) do in these assays?
RXFP1 antagonist: 10; Vif-APOBEC3F blk: 1%; Glioma ERSR ind: -4%; Vif-A3G inh: -23%

Results for CCOC(=O)CC(NC(=O)c1cc2c(=O)n3cccc(C)c3nc2s1)c1ccc(OCC)c(OC)c1 (stereo not given) ?
RXFP1 antagonist: -3; D2 PAM: 7; D1 PAM: -1; RXFP1 ag: inconclusive; Vif-APOBEC3F blk: -6%; D1 antagonist: -11; Glioma ERSR ind: -1%; D1 agonist: 6; Vif-A3G inh: 4%

Results for COc1cc(S(=O)(=O)N2CCCCC2)ccc1NC(=O)c1ccccc1Cl ?
RXFP1 antagonist: -22; D2 PAM: 48*; D1 PAM: -3; RXFP1 ag: -0.1%; Vif-APOBEC3F blk: -12%; D1 antagonist: -18; Glioma ERSR ind: -5%; D1 agonist: 2; Vif-A3G inh: -2%

How did C=CC(C)n1c(Br)nc2c1c(=O)[nH]c(=O)n2C (stereo not given) do in these assays?
RXFP1 antagonist: -2; D2 PAM: -6; D1 PAM: 4; RXFP1 ag: 0.0%; Vif-APOBEC3F blk: -7%; D1 antagonist: 4; Glioma ERSR ind: 1%; D1 agonist: 5; Vif-A3G inh: 0%

How did CCCNC(=O)Nc1cc(OC)c(OC)cc1Cc1nccc2cc(OC)c(OC)cc12 do in these assays?
RXFP1 antagonist: 0; D2 PAM: 23; D1 PAM: 1; RXFP1 ag: -3.6%; Vif-APOBEC3F blk: 12%; D1 antagonist: 3; Glioma ERSR ind: 6%; D1 agonist: 3; Vif-A3G inh: 3%

Results for Cc1c(NC(=O)COC(=O)/C=C/c2cccc(Br)c2)c(=O)n(-c2ccccc2)n1C ?
RXFP1 antagonist: -1; D2 PAM: 0; D1 PAM: -5; RXFP1 ag: 0.3%; Vif-APOBEC3F blk: -3%; D1 antagonist: 9; Glioma ERSR ind: -4%; D1 agonist: 1; Vif-A3G inh: -3%

What do the screens show for `CC(C)N1C(=O)C(=O)N(CC(=O)N(C)c2ccccc2)C1=O`?
RXFP1 antagonist: 3; D2 PAM: 4; D1 PAM: -8; RXFP1 ag: 1.7%; Vif-APOBEC3F blk: -4%; D1 antagonist: 13; Glioma ERSR ind: -6%; D1 agonist: 2; Vif-A3G inh: 0%

How did Cc1ccc(CS(=O)(=O)c2ccc(C(=O)N3CCCCC3)cc2[N+](=O)[O-])cc1 do in these assays?
RXFP1 antagonist: -28; D2 PAM: -2; D1 PAM: 0; RXFP1 ag: -0.8%; Vif-APOBEC3F blk: 6%; D1 antagonist: 16; Glioma ERSR ind: -2%; D1 agonist: 13; Vif-A3G inh: -7%

How did C/C(=N\NC(N)=O)C1CC(Cc2ccccc2)C(=O)O1 (stereo not given) do in these assays?
RXFP1 antagonist: 2; D2 PAM: -1; D1 PAM: -3; RXFP1 ag: -0.2%; Vif-APOBEC3F blk: 3%; D1 antagonist: 0; Glioma ERSR ind: -5%; D1 agonist: 6; Vif-A3G inh: -1%

Results for Cn1c(CO)cnc1S(=O)(=O)Cc1ccc([N+](=O)[O-])cc1 ?
RXFP1 antagonist: -5; D2 PAM: 7; D1 PAM: -7; RXFP1 ag: -0.6%; Vif-APOBEC3F blk: -1%; D1 antagonist: 4; Glioma ERSR ind: -2%; D1 agonist: 0; Vif-A3G inh: 1%

Results for Cc1cccc(-n2c(O)c(C=Nc3cccc(O)c3)c3ccccc3c2=O)n1 ?
RXFP1 antagonist: -5; D2 PAM: 10; D1 PAM: 8; RXFP1 ag: 3.4%; Vif-APOBEC3F blk: 1%; D1 antagonist: 11; Glioma ERSR ind: -2%; D1 agonist: 3; Vif-A3G inh: 0%

How did CC1(C)Cc2c(sc3c2c(=N)n(Cc2ccco2)c(=O)n3Cc2ccc(F)cc2)CO1 do in these assays?
RXFP1 antagonist: -2; D2 PAM: -7; D1 PAM: -6; RXFP1 ag: 3.5%; Vif-APOBEC3F blk: -2%; D1 antagonist: -15; Glioma ERSR ind: -3%; D1 agonist: 7; Vif-A3G inh: -11%

How did COc1ccc(CCNC(=O)c2ccccc2NC(=O)C2=C(C)OCCS2)c(OC)c1 do in these assays?
RXFP1 antagonist: -3; D2 PAM: 1; D1 PAM: -3; RXFP1 ag: -0.6%; Vif-APOBEC3F blk: -7%; D1 antagonist: -15; Glioma ERSR ind: -3%; D1 agonist: 27; Vif-A3G inh: -1%

How did COc1ccc(Cl)cc1NC(=O)[C@H]1O[C@@H]2OC(C)(C)O[C@@H]2[C@H]2OC(C)(C)O[C@H]21 do in these assays?
RXFP1 antagonist: -5; D2 PAM: 4; D1 PAM: 0; RXFP1 ag: -0.2%; Vif-APOBEC3F blk: 1%; D1 antagonist: 0; Glioma ERSR ind: -4%; D1 agonist: 2; Vif-A3G inh: -6%

Results for O=c1c([N+](=O)[O-])cccn1Cc1ccc(F)cc1Cl ?
RXFP1 antagonist: -4; D2 PAM: -16; D1 PAM: 1; RXFP1 ag: 2.8%; Vif-APOBEC3F blk: -10%; D1 antagonist: 14; Glioma ERSR ind: -6%; D1 agonist: 4; Vif-A3G inh: 3%

How did CC(C)NC(=O)c1onc(CSc2ccccn2)c1C(=O)NC(C)C do in these assays?
D2 PAM: 10; D1 PAM: 2; RXFP1 ag: -1.2%; Vif-APOBEC3F blk: 1%; D1 antagonist: 29; Glioma ERSR ind: -2%; D1 agonist: 7; Vif-A3G inh: 0%

Results for CCCOc1ccc(N2C(=O)CC(N(CCc3ccccc3)C(=O)c3ccccc3)C2=O)cc1 (stereo not given) ?
RXFP1 antagonist: -8; D2 PAM: 26; D1 PAM: 0; RXFP1 ag: 0.6%; Vif-APOBEC3F blk: 1%; D1 antagonist: 6; Glioma ERSR ind: -2%; D1 agonist: 1; Vif-A3G inh: 3%

Results for COc1cc(/C=C2\SC(=Nc3ccc(O)cc3)NC2=O)cc(OC)c1O ?
RXFP1 antagonist: 1; D2 PAM: -11; D1 PAM: -2; RXFP1 ag: 1.6%; Vif-APOBEC3F blk: inconclusive; D1 antagonist: -7; Glioma ERSR ind: -1%; D1 agonist: 17; Vif-A3G inh: inconclusive

Results for Nc1ccc(N=Nc2ccccc2)c2cccnc12 ?
RXFP1 antagonist: 6; D2 PAM: 4; D1 PAM: 12; RXFP1 ag: -2.5%; Vif-APOBEC3F blk: -12%; D1 antagonist: -7; Glioma ERSR ind: 14%; D1 agonist: 2; Vif-A3G inh: 0%

How did CC1(C)CC(=O)C(C=NCCN2CCN(C(=O)c3ccc(Br)cc3)CC2)=C(O)C1 do in these assays?
RXFP1 antagonist: -7; D2 PAM: 7; D1 PAM: -1; RXFP1 ag: 0.1%; D1 antagonist: 4; Glioma ERSR ind: 0%; D1 agonist: -1; Vif-A3G inh: 2%

Results for N#Cc1ccc(Cn2ccnc2C(=O)Nc2ccccc2)cc1 ?
RXFP1 antagonist: 3; D2 PAM: -2; D1 PAM: -2; RXFP1 ag: 0.2%; Vif-APOBEC3F blk: 3%; D1 antagonist: -6; Glioma ERSR ind: 6%; D1 agonist: 7; Vif-A3G inh: -1%

What do the screens show for `Cc1ccc(S(=O)(=O)N(C)Cc2ccc(C(=O)N/N=C/c3ccc(OC(F)F)cc3OC(F)F)cc2)cc1`?
RXFP1 antagonist: -11; D2 PAM: -1; D1 PAM: -4; RXFP1 ag: -2.9%; Vif-APOBEC3F blk: -7%; D1 antagonist: -13; Glioma ERSR ind: -3%; D1 agonist: 4; Vif-A3G inh: 4%

What do the screens show for `C1=C(c2ccccc2)CCN(c2ncnc3nc[nH]c23)C1`?
D2 PAM: 4; D1 PAM: -10; RXFP1 ag: 4.4%; Vif-APOBEC3F blk: -11%; D1 antagonist: -66*; Glioma ERSR ind: -1%; D1 agonist: 2; Vif-A3G inh: -9%

How did COc1cc2c(c3ccccc13)CCCC2=O do in these assays?
RXFP1 antagonist: -15; Vif-APOBEC3F blk: 5%; Glioma ERSR ind: -5%; Vif-A3G inh: 0%

Results for O=C(CN(C(=O)CNC(=O)c1ccco1)c1ccc2c(c1)OCO2)NC1CCCCC1 ?
RXFP1 antagonist: -11; D2 PAM: 7; D1 PAM: 0; RXFP1 ag: 0.5%; Vif-APOBEC3F blk: -6%; D1 antagonist: -8; Glioma ERSR ind: -4%; D1 agonist: 0; Vif-A3G inh: 0%
